Assay outcomes (PubChem BioAssay)
PLCg1 inh – blocks human PLC-gamma1 enzyme activity; P19174; hit rate 0.84% among 370,000; AID 720700; purified PLC-gamma1, fluorogenic substrate, fluorescence; inhibition, % at 12.2 µM; in the data active = inhibition above about 9.5%
ssDAF-12 act – activates DAF-12 receptor from parasite S. stercoralis; hit rate 1% among 370,000; HEK293 ssDAF-12/GRIP1 lit1-tk-luc reporter, luminescence; % of 3 µM dafachronic acid response; activation, % at 6.8 µM;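 active = activation above the mean over all tested compounds plus 3 SD, cut at about 0.9% in these data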;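 note: 0% = DMSO-only wells and 100% = 3 µM delta7-dafachronic acid wells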
NR1D1 modulator – modulates human Rev-erb alpha binding to DNA; P20393; Rev-erbα–FITC-DNA binding, fluorescence polarization, 90 min; activity, % at 10 µM; hit rate 0.79% among 370,000; AID 1259318;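 active = activity above about 14%, limit read from the data; passing the limit was not always enough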;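 note: 0% = DMSO wells with 35 nM protein and 100% = DMSO wells with 750 nM protein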
PLC-beta3 inh – blocks human PLC-beta3 enzyme activity. Q01970. Purified PLC-beta3, fluorogenic substrate, fluorescence. inhibition, % at 12.2 µM. hit rate 0.18% among 370,000; in the data active = inhibition above about 11%;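 note: 0% = median of compound wells on plate and 100% = full blocker control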
Target sequence (Q01970 whole entry, looked up): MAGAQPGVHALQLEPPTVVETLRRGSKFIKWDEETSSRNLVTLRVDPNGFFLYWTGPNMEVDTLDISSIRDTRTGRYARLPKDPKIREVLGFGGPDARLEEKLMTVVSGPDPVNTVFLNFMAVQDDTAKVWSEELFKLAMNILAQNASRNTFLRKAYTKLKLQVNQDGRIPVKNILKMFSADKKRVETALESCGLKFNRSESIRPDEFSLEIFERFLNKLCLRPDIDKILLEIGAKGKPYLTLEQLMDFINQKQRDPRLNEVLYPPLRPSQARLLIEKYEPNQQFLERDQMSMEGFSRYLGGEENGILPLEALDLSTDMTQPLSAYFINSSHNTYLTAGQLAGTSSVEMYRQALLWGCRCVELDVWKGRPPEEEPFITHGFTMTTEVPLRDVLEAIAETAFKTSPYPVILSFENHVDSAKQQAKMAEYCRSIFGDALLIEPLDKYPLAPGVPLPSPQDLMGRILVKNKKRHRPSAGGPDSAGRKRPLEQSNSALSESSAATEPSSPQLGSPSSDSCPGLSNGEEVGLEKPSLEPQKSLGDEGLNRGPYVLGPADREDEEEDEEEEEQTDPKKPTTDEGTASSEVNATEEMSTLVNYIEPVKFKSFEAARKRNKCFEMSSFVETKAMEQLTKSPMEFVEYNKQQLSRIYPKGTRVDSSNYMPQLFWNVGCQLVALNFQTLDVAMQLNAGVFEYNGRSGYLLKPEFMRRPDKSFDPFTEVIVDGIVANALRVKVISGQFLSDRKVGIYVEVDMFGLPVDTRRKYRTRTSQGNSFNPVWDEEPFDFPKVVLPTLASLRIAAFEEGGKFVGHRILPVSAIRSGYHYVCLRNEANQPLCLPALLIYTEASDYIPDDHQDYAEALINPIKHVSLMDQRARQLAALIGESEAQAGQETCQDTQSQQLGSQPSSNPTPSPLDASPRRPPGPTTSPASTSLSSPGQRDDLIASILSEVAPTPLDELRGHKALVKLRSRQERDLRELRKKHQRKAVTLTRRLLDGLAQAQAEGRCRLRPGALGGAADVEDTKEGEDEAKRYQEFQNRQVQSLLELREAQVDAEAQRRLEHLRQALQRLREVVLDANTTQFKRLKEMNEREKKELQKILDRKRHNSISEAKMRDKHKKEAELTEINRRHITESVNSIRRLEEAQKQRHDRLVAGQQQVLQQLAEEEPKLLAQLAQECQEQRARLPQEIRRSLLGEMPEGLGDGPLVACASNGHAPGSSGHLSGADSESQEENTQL
hcDAF-12 act – H. contortus DAF-12 activation, primary screen; HEK293 hcDAF-12 lit1-tk-luc reporter, luminescence; 0% DMSO, 100% Δ7-dafachronic acid; activation, % at 6.8 µM; hit rate 1.4% among 370,000; AID 652067;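 active = activation above the mean of all tested compounds plus 3 SD, cut at about 5.5% in these data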;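 note: 100% = response to 3 µM Δ7-dafachronic acid high control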
MBD2 DNA inh – blocks human MBD2 binding to methylated DNA | Q9UBB5 | TR-FRET, MBD2 binding to methylated oligonucleotide | inhibition, % at 4.4 µM | hit rate 0.31% among 370,000; in the data active = inhibition above about 13%
hgDAF-12 ag – agonists of H. glycines DAF-12 nuclear receptor; activation, % at 6.8 µM; AID 687014; HEK293 GAL4-hgDAF12 UAS-luciferase reporter, agonist luminescence; normalized to butyrate control; hit rate 1.8% among 370,000;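 active = activation above a cutoff set at the mean of all screened compounds plus 3 SD, cut at about 10% in these data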;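 note: 0% = DMSO wells and 100% = sodium butyrate wells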
SMARCA2 act – increases SMARCA2 function in MMTV reporter cells | MG213 cells, MMTV-luciferase reporter, dexamethasone, overnight | activation, % at 9.1 µM | hit rate 1% among 370,000; in the data active = activation above about 7.8%;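 note: 0% = vehicle wells and 100% = reference activator wells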
DAX1 inh-1 – NR0B1 (DAX1) inhibition; inhibition, % at 6.75 µM; AID 504766; HEK293 Gal4-DAX1 luciferase reporter, luminescence; hit rate 0.99% among 340,000;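 active = inhibition above the mean over all tested compounds plus 3 SD, cut at about 4.2% in these data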;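 note: 0% = DAX1-transfected cells with DMSO and 100% = empty-vector control cells with DMSO; inhibition shows as a rise in luminescence from relieved DAX1 repression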
ADAM17 inh – inhibitors of human ADAM17. recombinant ADAM17, EDANS/DABCYL FRET peptide cleavage. hit rate 0.83% among 370,000. inhibition, % at 6.95 µM. AID 720648. P78536;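 active = inhibition above the mean of compounds lying between control limits plus 3 SD, set per campaign, cut at about 8.5% in these data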;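 note: 0% = DMSO-only wells as the low control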
DAX1 inh-2 – blocks DAX1 repression of SF-1 activated StAR promoter | HEK293T StAR-luciferase reporter, SF-1/DAX-1 repression relief | inhibition, % at 6.8 µM | hit rate 1.1% among 370,000 | AID 652010;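 active = inhibition above the mean over all tested compounds plus 3 SD, cut at about 3.6% in these data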;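 note: 0% = DAX-1 cells with DMSO and 100% = cells lacking DAX-1 with DMSO; higher inhibition means more luminescence from relief of DAX-1 repression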
Numbers without * were called inactive; i = inactive; x = no result given.

SMILES	PLCg1 inh	ssDAF-12 act	NR1D1 modulator	PLC-beta3 inh	hcDAF-12 act	MBD2 DNA inh	hgDAF-12 ag	SMARCA2 act	DAX1 inh-1	ADAM17 inh	DAX1 inh-2
Cc1nnc(SCC(=O)Nc2ccc(C(N)=O)cc2)n1-c1ccccc1	-0.3	-0.8	1.8	-3.6	-1.2	-0.3	-0.8	-1.8	-0.8	-1.9	0.1
Cc1cc(Cl)ccc1OCCCC(=O)Nc1cccc(-n2cnnn2)c1	2.4	-1.1	-0.8	-7.1	-0.3	-7.8	-0.7	-5.7	0.9	7.2	-0.5
CC1=C(C(=O)OCc2ccc(C)cc2)C(c2ccc(O)c([N+](=O)[O-])c2)NC(=O)N1 (centres undefined)	1.7	-1.8	0.3	1.6	-2.8	3.5	0.7	0.6	0.4	-0.7	-0.4
CC(C)C(Nc1ncnc2c1oc1ccccc12)C(=O)O (centres undefined)	2.2	-0.4	2.2	-7.7	0.8	6.2	-0.1	6.7	1.0	-3.9	-0.8
O=c1c2ccccc2sn1-c1ccc(Cl)cc1Cl	-0.1	-0.9	-1.2	15.9*	-0.8	-2.0	1.0	4.5	0.9	-3.7	0.0
O=C(NCC(=O)N(c1ccc2c(c1)OCO2)C(C(=O)NC1CCCC1)c1ccncc1)c1ccco1 (centres undefined)	2.7	-1.1	-1.4	0.2	-1.8	3.6	-0.2	-1.8	0.7	-3.9	-0.6
CC(=O)Nc1cccc(NC(=O)C2CC(=O)N(CCc3ccc(F)cc3)C2)c1 (centres undefined)	1.2	-1.5	-8.7	0.1	3.3	2.4	-1.0	-1.5	0.6	-4.4	0.0
COc1ccc(OC)c(/C=N/NC(=O)CC(=O)NC2CCCCC2)c1	i	-1.5	-0.5	i	-0.4	-0.3	-0.9	-2.4	-0.1	i	-0.1
CC(C)(C)c1ccc(C(=O)N/C(=C\c2ccco2)C(=O)Nc2ccccc2C(=O)O)cc1	-47.2	0.1	0.9	-88.5	3.7	6.4	5.6	3.1	-1.2	-8.2	0.3
O=C(NCCc1ccccc1F)C1CCCN(c2nc3ccccc3s2)C1 (centres undefined)	-0.1	-0.9	0.2	-7.5	-0.9	-5.7	-1.4	1.2	-0.7	0.6	0.3
CCOC(=O)C1C(C)=CC(=O)CC1c1ccco1 (centres undefined)	-1.6	-0.9	-5.6	-0.4	0.5	0.6	0.5	1.7	0.7	-1.6	-0.3
Cc1c(-n2c(O)c(C3=c4ccccc4=NC3=O)sc2=S)c(=O)n(-c2ccccc2)n1C	1.9	-1.3	-2.6	-1.5	5.6*	-5.2	-1.5	-0.4	1.1	-0.5	-0.4
Nc1nc(Nc2ccccc2)sc1C(=O)c1ccccc1	-4.3	-2.2	3.1	-10.9	-1.9	-0.4	6.9	10.6*	-1.1	4.2	0.7
COC(=O)c1ccc(CN2CCCC(C(=O)Nc3cccc(-n4cccn4)c3)C2)cc1 (centres undefined)	0.5	-0.8	-2.1	-5.0	-0.6	0.9	0.9	-1.8	-0.6	-0.2	-0.7
CC1CCCN(C(=S)Nc2ccc(F)cc2)C1 (centres undefined)	0.7	-0.9	-1.5	-0.4	-1.1	3.0	-1.9	-1.4	0.5	-1.7	0.2
CCOc1ccccc1NC(=O)CCn1cccc1	6.6	-1.4	-3.6	-0.3	1.0	-0.3	-3.0	-3.6	0.8	5.9	0.2
Cc1cc(C)c2c(c1)/C(=N/NS(=O)(=O)c1ccc(Br)cc1)CCC2	3.4	-1.1	-2.4	2.0	-1.0	-1.9	1.4	0.6	0.5	1.0	0.5
CC(C)NC(=O)NC(=O)CSc1ccc(S(=O)(=O)N2CCCC2)cn1	2.3	-0.5	1.2	3.2	0.9	1.4	0.5	-0.9	0.0	-0.9	-1.6
O=C(COc1cccc(Cl)c1Cl)Nc1ccc2c(c1)CCC2	2.2	-1.2	-4.9	4.1	-0.3	-1.4	-0.9	2.7	-0.6	-2.7	-1.0
CCOC(=O)NNc1ccc(C(F)(F)F)cn1	0.3	-0.7	0.0	-5.2	-0.3	6.6	0.2	-3.2	-1.0	-4.7	-0.2

Molecules shown so far with a COOH group (2):
SMILES	PLCg1 inh	ssDAF-12 act	NR1D1 modulator	PLC-beta3 inh	hcDAF-12 act	MBD2 DNA inh	hgDAF-12 ag	SMARCA2 act	DAX1 inh-1	ADAM17 inh	DAX1 inh-2
CC(C)C(Nc1ncnc2c1oc1ccccc12)C(=O)O (centres undefined)	2.2	-0.4	2.2	-7.7	0.8	6.2	-0.1	6.7	1.0	-3.9	-0.8
CC(C)(C)c1ccc(C(=O)N/C(=C\c2ccco2)C(=O)Nc2ccccc2C(=O)O)cc1	-47.2	0.1	0.9	-88.5	3.7	6.4	5.6	3.1	-1.2	-8.2	0.3

Other entries
SMILES	PLCg1 inh	ssDAF-12 act	NR1D1 modulator	PLC-beta3 inh	hcDAF-12 act	MBD2 DNA inh	hgDAF-12 ag	SMARCA2 act	DAX1 inh-1	ADAM17 inh	DAX1 inh-2
CC1(C)Oc2ccc(C(=O)Nc3ccccc3F)cc2N(CC(=O)N2CCOCC2)C1=O	2.4	-0.8	-0.9	0.1	-0.9	1.0	1.6	-1.6	1.2	0.9	0.2
COc1ccc(C2C(C#N)=C(N)Oc3c2ccc2cccnc32)cc1OC (centres undefined)	-26.6	-0.2	1.4	-21.9	-1.4	-3.3	0.7	-2.6	1.5	2.2	1.5
COc1cccc2oc3cc(C#Cc4ccccn4)ccc3c(=O)c12	-379.3	-1.0	1.6	-473.7	0.8	-1.6	7.7	5.3	x	-28.5	1.1
Cc1ccc(-c2nnn(CC(=O)N(Cc3cccs3)C(C(=O)NC3CCCC3)c3ccco3)n2)o1 (centres undefined)	3.1	-2.1	-0.6	0.9	-2.2	-5.6	-5.6	-0.6	1.0	2.4	-1.1
Cc1ccc(S(=O)(=O)Oc2ccc(C3C4=C(CCCC4=O)OC4=C3C(=O)CCC4)cc2)cc1	0.9	-0.8	2.0	2.3	-1.6	0.2	-0.8	-1.5	1.0	-2.9	0.8
CN(C(=O)c1ccc(NC(=O)Cc2cccc(NC(=O)C3CCN(C(=O)CCc4ccccc4)CC3)c2)cc1)C1CCCC1	-0.6	-1.5	-1.3	-2.1	-1.1	3.2	-0.3	0.6	-0.7	-3.5	-0.6
CCOC(=O)c1cnc(SCc2cccc3ccccc23)nc1N	0.2	-1.8	-2.6	3.7	-2.3	2.7	-2.0	2.5	2.4	0.0	-0.5
Cc1ccc(NC(=O)C2(C)CCN2C(=O)CCC2CCCC2)cc1C (centres undefined)	-1.0	-1.4	1.0	-5.5	0.8	1.3	0.9	-3.1	x	-2.4	0.3
CCc1ccc(CCC(=O)Nc2ccc(S(N)(=O)=O)cc2)o1	-3.5	-1.0	-1.7	-4.7	-1.4	4.0	-2.8	2.4	3.8	-4.0	-0.1
Cc1cc(NC(=O)c2csc([C@@H]3O[C@H](CO)[C@H](O)[C@H](O)[C@H]3O)n2)n(C)n1	-3.8	-0.9	-12.1	0.6	0.3	2.0	-2.6	1.2	x	-3.0	-0.6
CC1CN(c2nc(Nc3ccccc3)nc(N)c2[N+](=O)[O-])CC(C)O1 (centres undefined)	2.2	-0.9	4.2	-6.1	-1.9	4.2	-3.4	-3.6	0.5	-0.4	-0.3
Cc1ccnc(NS(=O)(=O)c2ccc(NC(=O)c3ccc(S(=O)(=O)N4CCOCC4)cc3)cc2)n1	0.8	-1.1	4.1	2.6	-0.9	-1.6	3.0	-2.3	-0.3	-1.5	0.2
CC(C)C(C(=O)NCC1CCCO1)N(Cc1cccs1)C(=O)CNS(=O)(=O)c1ccccc1 (centres undefined)	1.1	-1.2	-3.1	-0.3	-0.3	-2.8	2.3	-2.2	-0.1	-4.3	-0.5
Cc1sc2ncnc(N3CCN(S(=O)(=O)c4ccc(C(C)(C)C)cc4)CC3)c2c1C	1.6	-1.9	2.5	-4.8	-1.0	-0.2	2.0	-2.4	0.3	1.1	-1.7
Cc1cccc(NC(=O)NCC(c2cccnc2)N2CCOCC2)c1 (centres undefined)	3.3	-1.3	-1.4	3.2	-1.7	0.3	0.3	0.2	-0.6	1.0	-0.6
O=C(Nn1c(=S)[nH]c2ccccc2c1=O)c1ccncc1	-0.5	-0.8	-4.1	-0.1	0.7	1.2	1.4	0.3	1.9	-6.1	-0.1
O=C(Nc1ccncc1)Nc1ccc(F)cc1F	2.9	-1.6	-7.7	5.6	-0.7	1.7	1.5	4.5	-0.8	-3.2	-0.9
CCC(C)NC(=O)c1n[nH]c(=O)c2ccccc12 (centres undefined)	5.6	-0.8	3.5	1.1	0.7	-1.0	-1.8	-2.3	-0.3	-2.2	0.5
Clc1ccc(CN2CCN(/N=C/c3cccnc3)CC2)cc1	-0.2	-1.8	0.1	-7.2	-0.8	1.8	-3.4	-4.2	-0.1	-4.3	0.0
CCOc1ccc(S(=O)(=O)NCCC(=O)NC2CCCCC2)cc1	2.0	0.5	-5.3	-2.9	0.0	1.7	0.2	-0.2	0.5	-4.1	1.8
COC(=O)c1sccc1NC(=O)c1ccc(C)cc1	1.5	-0.2	22.4	7.4	3.2	-3.7	2.1	-3.6	1.0	5.6	0.3
CCN1CCN(c2sc(S(=O)(=O)CC)nc2S(=O)(=O)c2ccc(Cl)cc2)CC1	2.1	-1.7	-5.3	4.2	-0.6	-4.7	0.3	0.7	-0.4	-0.1	-1.4
Cc1ccc(-c2nn3nnnc3c3ccccc23)cc1C	6.4	-0.5	13.4	2.1	-0.5	-2.0	-2.8	2.9	-0.1	1.4	-0.1
COC(=O)c1c(C(=O)OC)c(-c2ccc(C)cc2)n2c1CS(=O)C2 (centres undefined)	-0.9	-0.8	-6.0	1.3	-0.2	1.6	2.4	-1.7	-0.2	-7.4	0.0
COc1ccccc1N1CCN(CCCN2C(=O)C3CCCCN3C2=O)CC1 (centres undefined)	-42.1	-0.8	2.8	-6.0	0.5	-2.2	-0.8	-1.3	0.7	-1.8	0.2
Cc1ccc(NC(=O)OCCN(C)C(=O)Nc2ccc(C)cc2C)c(C)c1	-0.9	-0.8	8.0	-4.8	-0.8	4.8	-3.2	-6.2	x	-5.7	-1.0
O=C(Nc1cccc(S(=O)(=O)N2CCOCC2)c1)c1ccccc1[N+](=O)[O-]	-1.3	-1.5	-7.0	-4.5	0.4	1.1	2.0	0.1	0.7	-1.3	-0.4
CCOC(=O)Cc1csc(NC(=O)c2c(-c3c(Cl)cccc3Cl)noc2C)n1	-0.3	-1.1	-8.3	-1.8	-2.0	0.3	0.1	2.8	0.3	-1.5	-0.6
O=C(N/N=C\c1ccc(COc2ccc([N+](=O)[O-])cc2)o1)c1ccc(Cl)cc1	-0.8	-0.8	-0.3	2.2	0.4	0.2	3.1	-2.5	-0.3	-1.2	0.4
Cc1cc(N2CCC(C)CC2)nc(-n2nc(C)cc2C)n1	3.2	-1.7	1.4	10.2	-2.9	-2.2	-3.8	-2.1	-3.4	2.2	-2.9
Nc1cc(-c2ccccc2)nn1Cc1ccccc1	0.4	-0.6	3.8	-0.3	-1.5	-0.3	-1.3	-4.5	-0.4	-4.5	-0.4

Printed as active in SMARCA2 act, among the entries above:
SMILES	PLCg1 inh	ssDAF-12 act	NR1D1 modulator	PLC-beta3 inh	hcDAF-12 act	MBD2 DNA inh	SMARCA2 act	DAX1 inh-1	ADAM17 inh	DAX1 inh-2
Nc1nc(Nc2ccccc2)sc1C(=O)c1ccccc1	-4.3	-2.2	3.1	-10.9	-1.9	-0.4	10.6*	-1.1	4.2	0.7
